ELG1 genotoxic – inducers of genotoxicity in HEK293T ELG1-luciferase cells; HEK293T ELG1-luciferase reporter, luminescence, 16 h; Potency, µM (series often up to 46 µM), without a hit: at the top dose activity change, positive = activation, actives largely listed as activators; actives 1.3% (n = 330,000); note: potency is the fitted concentration of half-maximal effect; % of control where 0% means no effect; nearly all actives have a fitted effect of over 60% in size
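Genotoxic stress is detected as increased luminescence from luciferase-tagged ELG1 in HEK293T cells, measured with ONE-Glo after a 16 hr treatment at 37 °C.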
uPA surface inh – blocks generation of uPA at the cell surface; cell surface uPA generation assay, qHTS; actives 0.31% (n = 330,000); Potency, µM (top dose mostly 38.3 µM), for inactives: at the highest dose activity change, negative = inhibition, usual class: inhibitors; active = well fitted inhibition curve with a large enough effect; inconclusive = small, poorly fitted or top-dose-only effect; inactive = no such curve, though single readings can be large or run the other way; tested in mouse RAW 264.7 cells; note: potency is the fitted concentration of half-maximal effect; % is set by controls: 0 for no effect and ±100 for the full control effect; nearly all actives have a fitted effect of over 55% in size
BRCA1 expr up – BRCA1 expression activation; MCF7-BRCA1-FFLuc reporter, luminescence, 48 h; response scale: scaled: vehicle 0%, 10 µM genistein 100%; Potency, µM (doses to about 46.1 µM), for the others: at the top dose activation, most hits filed as activators; actives 1.1% (n = 380,000); AID 624202; note: potency is the fitted concentration of half-maximal effect; nearly all actives have a fitted effect of over 80% in size; some results filed as inactive show a strong effect at the top dose
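MCF7 cells carrying a BRCA1-firefly luciferase reporter (2000 cells/well, phenol-red free MEM) were attached for 2 h at 37 °C, then given compounds for 48 h. Luminescence was read 15 min after luciferase reagent; activity normalized to genistein (10 microM) and DMSO.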
p53 reactivator – mutant p53 re-activation in reporter cells | actives 0.063% (n = 320,000) | Potency, µM (top dose mostly 92.2 µM), for inactives: at the top dose activity change, positive = activation, usual class: activators | AID 504706 | H1299 p53-A138V BP100-luciferase reporter, luminescence, 24 h; note: potency is the fitted concentration of half-maximal effect; % of control where 0% means no effect; nearly all actives have a fitted effect of over 45% in size
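p53-null H1299 cells stably carrying temperature-sensitive p53-A138V and a BP100-luciferase reporter were pinned with compounds (4-point, 1:5 series) and held 24 hrs at 37 deg C. Luminescence was read 10 min after detection reagent.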
Eya2 phos inh – Eya2 (human) phosphatase inhibition; O00167; recombinant Eya2, OMFP fluorescence dephosphorylation (OMFP is methylfluorescein phosphate); Potency, µM (doses to about 76.9 µM), inactives show top-dose activity, negative = inhibition, most hits filed as inhibitors; actives 0.006% (n = 330,000); AID 488837; note: potency is the fitted concentration of half-maximal effect; % is set by controls: 0 for no effect and ±100 for the full control effect
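Eya2 protein (added as 0.2 uM solution) was preincubated with compound for 10 min at ambient temperature in 50 mM HEPES pH 7.5, 50 mM NaCl, 5 uM MgCl2, 0.05% BSA, 1 mM DTT. OMFP (added at 50 uM) then reacted 10 min; fluorescence read at 485/525 nm.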
S-ASM inh – inhibitors of human secretory acid sphingomyelinase; P17405; placental ASM, HMU-PC fluorogenic substrate, 60 min; Potency, µM (titrated, usually from 57.5 µM), for inactives: at the top dose activity change, negative = inhibition, most hits filed as inhibitors; actives 0.006% (n = 340,000); AID 504937; note: potency is the fitted concentration of half-maximal effect
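Steps: dispense placental human ASM, pin compound, wait 10 min at room temperature, add HMU-PC0 substrate at 9 uM final, incubate 60 min at 37 °C, add stop solution raising pH to 10, read fluorescence.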
TRPV1 agonist – human TRPV1 agonism | Q8NER1 | TRPV1-expressing cells, Fluo-8 calcium influx, agonist mode | activation, % at 8.33 µM | actives 0.19% (n = 320,000); in the data active = activation above about 80%; inconclusive = between about 30% and that limit; note: 0% is about no effect
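Fluo-8 calcium influx in TRPV1-expressing cells, kinetic read (ex 480/em 520 nm). Compound added and read 3 min for agonist activity, followed by capsaicin at EC20 final and 2 min further read for enhancement.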
PTAP TSG101 blk – blocks PTAP/TSG101 interaction to inhibit HIV-1 budding; Q99816; Fluorescence polarization, FITC-PTAP peptide / Tsg101 binding; Potency, µM (titrated, usually from 115 µM), inactives show at the highest dose activity change, negative = inhibition, most hits filed as inhibitors; 340,000 tested, under 10 active; active = well fitted inhibition curve with a large enough effect in the main read-out, with a control signal flat, not every such curve was filed as active; inconclusive = small, poorly fitted or top-dose-only effect, or effect the other way, or a change in a side signal; inactive = no such curve, though single readings can be large or run the other way; note: potency is the fitted concentration of half-maximal effect; % of control where 0% means no effect
Target sequence (Q99816 whole entry, looked up): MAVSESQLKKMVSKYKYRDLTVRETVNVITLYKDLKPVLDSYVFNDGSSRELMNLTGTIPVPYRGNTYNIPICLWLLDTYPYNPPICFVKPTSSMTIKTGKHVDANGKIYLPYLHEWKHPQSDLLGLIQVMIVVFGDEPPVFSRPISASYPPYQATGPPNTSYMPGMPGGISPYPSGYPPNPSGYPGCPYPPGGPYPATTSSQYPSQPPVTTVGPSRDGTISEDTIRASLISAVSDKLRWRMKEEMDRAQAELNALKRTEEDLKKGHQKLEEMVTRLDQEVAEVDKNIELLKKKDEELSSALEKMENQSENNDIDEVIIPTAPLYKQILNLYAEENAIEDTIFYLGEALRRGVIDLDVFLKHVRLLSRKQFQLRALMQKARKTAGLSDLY
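Fluorescence polarization binding of Tsg101 binding domain (10 uM final) to FITC-labeled PTAP peptide (50 nM final) in HEPES pH 7.5 buffer with NaCl, Tween 20, EDTA, TCEP. Compounds added before peptide; binding 20 min at RT.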
B2AR arrestin – beta2AR (human) beta-arrestin recruitment activity. actives 0.02% (n = 330,000). P07550. Potency, µM (highest dose often 46.1 µM), without a hit: at the top dose activation, usual class: activators. beta-arrestin recruitment to beta2AR, cell-based reporter. AID 492947;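 note: potency is the fitted concentration of half-maximal effect; 0% = DMSO controls and full agonism = EC100 isoproterenol or metaproterenol; nearly all actives have a fitted effect of over 65% in size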
Target sequence (P07550 whole entry, looked up): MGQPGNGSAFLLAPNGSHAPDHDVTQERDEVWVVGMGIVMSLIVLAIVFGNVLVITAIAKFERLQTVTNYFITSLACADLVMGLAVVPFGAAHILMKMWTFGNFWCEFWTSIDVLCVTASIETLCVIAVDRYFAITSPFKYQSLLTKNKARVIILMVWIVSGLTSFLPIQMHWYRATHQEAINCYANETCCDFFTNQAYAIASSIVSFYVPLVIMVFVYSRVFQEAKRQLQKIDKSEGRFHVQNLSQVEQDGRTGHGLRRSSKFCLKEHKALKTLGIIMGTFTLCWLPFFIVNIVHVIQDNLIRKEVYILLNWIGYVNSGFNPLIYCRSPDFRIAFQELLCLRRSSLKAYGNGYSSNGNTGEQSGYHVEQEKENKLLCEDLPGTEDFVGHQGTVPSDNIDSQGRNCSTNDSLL
a7 integrin act – integrin-mediated muscular dystrophy alleviation activation; alpha7betagal myoblasts, beta-gal FDG fluorescence, 48 h; actives 0.064% (n = 350,000); Potency, µM (top dose mostly 38.3 µM), without a hit: at the top dose activation, actives largely listed as activators; AID 624291;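 note: potency is the fitted concentration of half-maximal effect; 100% = response of the positive control SU9516; nearly all actives have a fitted effect of over 60% in size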
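alpha7betagal+/- myoblasts (passage 13, 250/well) treated 48 h at 37C with compounds at 1:260 dilution of DMSO stock. Lysed, then beta-galactosidase activity read as FDG fluorescence (ex 480/em 540) after 30 min, with pre-read for autofluorescence.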
USP2a inh – USP2a (human) protease inhibition. USP2 core, Ub-CHOP2 coupled fluorogenic reporter, 485/531. Potency, µM (titrated, usually from 38.3 µM), for inactives: at the highest dose activity change, negative = inhibition, most hits filed as inhibitors. AID 463254. actives 0.01% (n = 330,000). O75604;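 note: potency is the fitted concentration of half-maximal effect; plate controls were DMSO wells for no effect and full inhibition by NEM control for full effect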
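Cell-free coupled assay: 10nM USP2 core preincubated 30min RT with compound in Tris-HCl pH 8.0/CaCl2/CHAPS buffer, then 25nM Ub-CHOP2 and 25nM reporter substrate; fluorescence (Ex 485/Em 531) read after 60min RT, normalized to NEM inhibition, concentration-response curves fitted.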
Numbers without * were called inactive; ? = inconclusive; nt = not tested or not shown; [ ] = another dose, or the depositor's remark. Unless noted, calls come from the whole dose curve; as a rule, active = well fitted curve in the direction sought with a large enough effect; inconclusive = small, poorly fitted or top-dose-only effect, or another doubt; inactive = no such curve, though single readings can be large; an effect the other way counts as inactive or inconclusive. No enrichment for hits, and some 2.6% of all compounds hit somewhere here.

mol	ELG1 genotoxic	uPA surface inh	BRCA1 expr up	p53 reactivator	Eya2 phos inh	S-ASM inh	TRPV1 agonist	PTAP TSG101 blk	B2AR arrestin	a7 integrin act	USP2a inh
Cc1ccsc1C(=O)OCC(=O)N1C(C)CCCC1C (stereo unspecified)	3%	-4%	55%	27%	3%	2%	nt	-5%	0.4%	1%	-1%
Cc1ccccc1-n1c(SCC(=O)N/N=C/C=C/c2ccccc2[N+](=O)[O-])nc2ccccc2c1=O	-2%	9%	-19%	-3%	1%	0%	-3	0%	-0.4%	1%	-1%
COCCCNC(=O)CN1C(=O)c2cccc3cccc1c23	2%	4%	-12%	nt	-11%	70%[activator]	0	-2%	0.6%	31%	-1%
O=C(Nc1ccc(S(=O)(=O)N2CCCC2)cc1)c1cccnc1Cl	-4%	-3%	-2%	-4%	-18%	-1%	14	0%	0.3%	-17%	1%
CCN(Cc1ccc2c(c1)OCO2)C(=O)/C=C/c1cccc(Br)c1	13%	1%	12%	13%	-7%	-2%	?	-4%	0.4%	-16%	0%
Cc1ccc(S(=O)(=O)Nc2ccc(SC(F)F)cc2)c(C)c1	0%	5%	-50%	8%	-12%	-18%	8	0%	0.0%	-3%	-4%
C=CCn1c(SCC(=O)NC(=O)NCC(C)C)nnc1C1CCCCC1	0%	2%	-12%	-2%	0%[15.4 µM]	6%	0	-6%	0.3%	-5%	1%
Cc1cc(S(=O)(=O)NCc2ccc(N3CCN(C)CC3)cc2)c(C)s1	-3%	-2%	0%	0%	-25%	-1%	2	0%	-0.3%	-1%	-4%
CC1C(=O)c2ccccc2CC1C(=O)O (stereo unspecified)	nt	1%	-26%	nt	nt	2%	nt	-1%	nt	-21%	nt
COc1ccc2[nH]c(C)c(C(=O)CN3CCN(C/C=C/c4ccccc4)CC3)c2c1	-3%	-1%	-31%	-3%	-24%	-2%	1	-6%	-0.1%	-20%	-6%
Cc1ccc(C(=O)CSc2nsc(C)c2C#N)cc1	?	-2%	6.3µM*	?	-22%	0%	?	1%	-0.1%	-1%	3%
C/C(Nc1ccc(Cl)cc1)=C(/C#N)C(N)=O	8%	-4%	11%	3%	8%	-2%	-1	-7%	-0.6%	1%	3%
O=[N+]([O-])c1cc2c(cc1/C=N/Nc1nc(N3CCCC3)nc(N3CCCC3)n1)OCO2	-5%	4%	-23%	0%	3%	-6%	?	-3%	-1.4%	-8%	1%
Cc1ccc(S(=O)(=O)N(C)C)cc1NC(=O)c1cncc(Br)c1	1%	4%	-33%	4%	-5%	-1%	0	1%	-1.3%	10%	-5%
Cc1ccc(-c2cc(C(F)F)n3ncc(C(=O)Nc4c(C)nn(Cc5c(Cl)cccc5Cl)c4C)c3n2)cc1	4%	4%	-21%	-2%	8%	2%	13	-5%	0.1%	-16%	4%
O=C(NCCCN1CCOCC1)c1ccc(Cl)c([N+](=O)[O-])c1	nt	-2%	0%	nt	nt	0%	nt	-1%	nt	-19%	nt
Cc1ccc(CNC(=O)C2CN(S(C)(=O)=O)c3cc(Cl)ccc3O2)cc1 (stereo unspecified)	-2%	5%	0%	-1%	?	1%	12	-2%	0.2%	15%	2%
CCN(CC(=O)Nc1ccc(NC(C)=O)cc1)C(=O)c1ccc(=O)[nH]c1	4%	1%	1%	0%	3%	6%	0	-5%	0.0%	17%	1%
Nc1c(Cl)cc(C2=NCCn3c2c2ccccc2[n+]3[O-])cc1Cl	4%	-2%	-10%	6%	6%	-12%	5	-2%	-1.0%	-24%	-1%
CCOc1ccc(C(C)C)cc1S(=O)(=O)N1CCN(C(=O)c2ccco2)CC1	-6%	-27%	0%	-11%	2%	-1%	0	1%	-0.6%	4%	1%
COc1ccc(S(=O)(=O)N2CCOC2CNC(=O)C(=O)NCCc2ccccc2OC)cc1C (stereo unspecified)	-2%	-24%	-28%	nt	9%	-1%	1	2%	0.1%	-7%	-1%
O=C(Nc1ccc(Cl)cc1)N(Cc1cccs1)Cc1cccs1	-14%	4%	-48%	-21%	-11%	-5%	0	1%	-0.3%	-16%	0%
COCCN1CCN(C(=O)c2cc(COc3ccc(F)cc3F)on2)CC1	1%	-1%	12%	0%	12%	12%	13	-3%	0.4%	10%	1%
CC(=O)Nc1ccc(S(=O)(=O)NNC(=O)c2cccc([N+](=O)[O-])c2)cc1	-2%	4%	-2%	-11%	-9%	1%	-4	-6%	-0.3%	?	2%
COC1CCCN(C(=O)c2ccc3nc(Cc4cccc(Cl)c4)oc3c2)C1 (stereo unspecified)	-3%	-1%	0%	-6%	-1%	0%	11	0%	-0.3%	6%	-1%
O=C(NCCc1cn2ccccc2n1)c1cc(COc2c(F)cccc2F)on1	3%	1%	-26%	6%	14%	3%	2	-6%	0.2%	-5%	-1%
COC(=O)C(Cc1csc2ccc(Cl)cc12)NC(=O)c1ccc(Cl)cc1 (stereo unspecified)	5%	-5%	-9%	12%	1%	-13%	22	-1%	-0.6%	7%	-10%
COc1ccc(S(=O)(=O)N(C)c2ccc(C(=O)N3CCC(C(N)=O)CC3)cc2)cc1OC	-1%	2%	0%	1%	-19%	7%	-2	-8%	-0.3%	1%	2%
O=C1OCCN1c1c(-c2ccccc2)c(-c2cccs2)nc2c(-c3ccccc3)cccc12	-7%	7%	-8%	nt	9%	165%[activator]	0	0%	0.3%	-14%	3%
O=C(COc1ccc2ccccc2c1)Nc1cccnc1Cl	?	2%	-7%	6%	3%	3%	2	-3%	-0.7%	4%	1%
COCCNC(=O)Cn1nc(C(F)(F)F)cc1C	0%	5%	-1%	-5%	3%	2%	-1	-11%	-0.2%	-8%	0%
O=C(Nc1cc(S(=O)(=O)N2CCOCC2)ccc1N1CCOCC1)C1CCCO1 (stereo unspecified)	0%	-2%	2%	-1%	0%	7%	1	-4%	0.0%	4%	2%
O=C(NC(=S)NCc1ccccc1)C1CCCCC1	-4%	4%	2%	7%	-10%	-1%	19	-2%	12%	-22%	4%
CN(NC1OC(=O)c2ccccc21)c1ncc(C(F)(F)F)cc1Cl (stereo unspecified)	5%	?	65%	4%	19%	6%	-1	4%	-0.5%	6%	-1%
CN(C)CCCNc1cc(Cl)c(S(=O)(=O)N2CCCCC2)cc1C(=O)O	10%	15%	5%	2%	4%	7%	-2	-11%	-0.1%	9%	3%
COc1ccc(Cl)cc1NC(=S)NCCCN1CCCC1=O	-1%	-1%	1%	0%	5%	8%	1	-1%	0.3%	14%	0%
O=S(=O)(NCc1ccco1)c1cccc2cccnc12	-1%	8%	-2%	12%	-11%	0%	-2	-3%	0.0%	-26%	2%
CCOCCCNC(=S)N1CCN(Cc2ccc3c(c2)OCO3)CC1	-4%	2%	37%	-1%	8%	2%	1	-5%	-0.2%	-13%	-6%
Cc1ccccc1OCC(=O)NNC(=O)Nc1ccccc1	3%	-4%	-7%	4%	5%	-1%	0	-3%	0.5%	-5%	0%
Cn1c(=O)c2nnn(/N=C(\c3ccccc3)C3CC3)c2n(C)c1=O	2%	2%	-13%	10%	-5%	0%	-6	-12%	4.5%	7%	0%
COc1cccc(/C=C2\SC(=S)N(CCC(=O)NNC(=O)c3ccccc3OC)C2=O)c1	-3%	-1%	-22%	3%	4%	-3%	1	-1%	0.2%	0%	-1%
Fc1ccccc1-c1nc(NCc2ccccc2)c2ccccc2n1	-3%	16%	1%	0%	0%	-1%	3	1%	-0.1%	14%	-1%
Cc1ccc(S(=O)(=O)N2CCOCC2)cc1NC(=O)COC(=O)c1cccnc1Cl	1%	7%	-9%	0%	-3%	0%	0	-1%	-0.2%	-12%	1%
O=c1c2cc3c(cc2[nH]c(=S)n1Cc1ccco1)OCO3	1%	-4%	-25%	-5%	22%	-5%	21	0%	0.1%	-4%	1%
Cc1ccc2c(c1)N(C(=O)CCC(=O)NCc1cccc(Br)c1)CC(C)O2 (stereo unspecified)	-7%	8%	-14%	nt	-3%	-3%	28	-2%	0.2%	-7%	-1%

Bioassay records (PubChem)
